Screening data: PubChem, National Center for Advancing Translational Sciences (NCATS)
ALOX12 inh: ALOX12 (human) lipoxygenase inhibition. P18054. 580,000 tested, 1.1% active. Potency, µM (series often up to 108 µM), for inactives: top-dose activity change, negative = inhibition, usual class: inhibitors. AID 1671190. purified 12hLO, xylenol orange hydroperoxide absorbance; active = well fitted inhibition curve with a large enough effect; inconclusive = small, poorly fitted or top-dose-only effect, or another doubt; inactive = no such curve, though single readings can be large or run the other way
Target sequence (P18054 whole entry, looked up): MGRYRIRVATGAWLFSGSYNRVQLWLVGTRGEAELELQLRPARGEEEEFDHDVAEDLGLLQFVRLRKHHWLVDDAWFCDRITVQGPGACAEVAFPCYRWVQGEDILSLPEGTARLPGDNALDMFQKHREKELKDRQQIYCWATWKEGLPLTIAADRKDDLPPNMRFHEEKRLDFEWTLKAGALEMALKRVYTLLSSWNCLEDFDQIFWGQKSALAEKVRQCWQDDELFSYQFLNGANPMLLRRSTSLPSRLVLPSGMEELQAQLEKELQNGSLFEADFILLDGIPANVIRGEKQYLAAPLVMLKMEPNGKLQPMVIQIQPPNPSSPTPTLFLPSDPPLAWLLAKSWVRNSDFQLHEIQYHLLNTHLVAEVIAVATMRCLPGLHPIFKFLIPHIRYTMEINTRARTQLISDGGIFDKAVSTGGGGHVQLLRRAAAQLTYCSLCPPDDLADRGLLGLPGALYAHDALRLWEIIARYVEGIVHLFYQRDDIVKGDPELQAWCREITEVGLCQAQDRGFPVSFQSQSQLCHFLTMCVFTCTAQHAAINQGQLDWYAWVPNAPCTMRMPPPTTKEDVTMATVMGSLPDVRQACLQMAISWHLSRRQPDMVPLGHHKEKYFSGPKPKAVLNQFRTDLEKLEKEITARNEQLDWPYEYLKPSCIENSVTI
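Purified human 12hLO at 150 nM in 25 mM Hepes, 0.01% Triton X-100, pH 7.0, preincubated 15 min at room temperature with compound. Reaction started with 40 uM arachidonic acid, 30 min at room temperature. Hydroperoxide measured by Fe-xylenol orange, 573/405 nm absorbance ratio.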
The depositor's hits bear a star; ? = inconclusive; [ ] = another dose, or the depositor's remark. % is scaled to controls: 0 for no effect and ±100 for the full control effect; potency is read from the fitted curve at half-maximal effect.

SMILES | ALOX12 inh
CCOc1ccc(C(=O)N2CCC(c3nnc(Cn4cccn4)n3C)CC2)o1 | 23%
Clc1cc(NCC2CCCCCC2)n2nccc2n1 | 47%[176 µM]
CCCN(C(=O)CSc1nnc(-c2ccc3c(c2)OCO3)o1)C1CCS(=O)(=O)C1 (stereo not given) | -10%
COc1ccc([C@H]2N[C@]3(CCCN(Cc4ccco4)C3=O)[C@H]3C(=O)N(C)C(=O)[C@@H]23)cc1 | ?
CNC(=O)c1ccc2c(C(=Nc3cccc(CN(C)C)c3)c3ccccc3)c(O)[nH]c2c1 | -21%[57.4 µM]
CC(O)c1ccc(-c2ccc(CNCc3cccnc3)o2)cc1 (stereo not given) | 11%
COc1ccccc1NC(=O)c1c(C)oc2c1CN(Cc1ccc(F)cc1)CC2 | -11%
C=CCOc1cccn2c(N(C=O)Cc3ccccc3)c(CC)nc12 | ?
O=C(/C=C/[C@H]1O[C@@H](n2cnc3c(NC(=O)c4ccccc4)ncnc32)[C@H](O)[C@@H]1O)NCC1CCCCC1 | -20%
O=C1CCC2(CCCO2)CCN1Cc1cccc(OC(F)(F)F)c1 (stereo not given) | 8%
OC1CCOC2(CCN(Cc3ccc[nH]3)CC2)C1 (stereo not given) | 49%[activator]
O=C1NCCCCCCN(C(=O)C2CCC2)[C@H]2CCC[C@@H]12 | 13%
CCN(CC(=O)NC1CCS(=O)(=O)C1)C(=O)c1cc(-c2ccc(C)cc2)nc2ccccc12 (stereo not given) | 14%
N#Cc1ccccc1CNc1ccccc1Cl | 2%
CN(Cc1cc(=O)n2cc(Cl)ccc2n1)Cc1ccccc1Cl | 2%
C[C@@H]1CN(C(=O)c2cccnc2SCCc2ccccc2)CC[C@]1(C)O | 86%[activator]
O=C(Nc1ccc2c(c1)OCCO2)C(c1ccc(C(F)(F)F)cc1)n1c(=O)c(-c2cc3ccccc3[nH]2)nc2ccccc21 (stereo not given) | ?
COC(=O)C1CN(Cc2cn(Cc3ccc(OC)cc3)nn2)CCS(=O)(=O)N1Cc1ccc(C)cc1 (stereo not given) | -26%
O=C(Nc1cccc(OC(F)(F)F)c1)[C@@H]1COCC(=O)N1Cc1ccc(F)cc1 | 7%
CC1CCC2(CC1)NC(=O)N(CC(=O)Nc1ccccc1)C2=O (stereo not given) | 1%
O=C(NCc1cccc(F)c1)c1ccc2c(c1)CC(=O)N2Cc1ccccc1 | 31%
O=C(NCc1ccccc1)c1cn(C2CN(C(=O)C3CCOC3)C2)nn1 (stereo not given) | 45%[activator]
O=C(NCC1CC1)c1nc2c(o1)CCN(Cc1cccs1)CC2 | 42%[activator][176 µM]
CC[C@H]1CN(S(=O)(=O)c2ccccc2)CC[C@H]1CC(=O)NCCN1CCOCC1 | 62%[activator][176 µM]
C=CCCC(CN1CCCOCC1)Oc1ccc(C#N)cn1 (stereo not given) | 6%

Entries above containing an aryl methoxy group, in the order listed:
SMILES | ALOX12 inh
COc1ccc([C@H]2N[C@]3(CCCN(Cc4ccco4)C3=O)[C@H]3C(=O)N(C)C(=O)[C@@H]23)cc1 | ?
COc1ccccc1NC(=O)c1c(C)oc2c1CN(Cc1ccc(F)cc1)CC2 | -11%
COC(=O)C1CN(Cc2cn(Cc3ccc(OC)cc3)nn2)CCS(=O)(=O)N1Cc1ccc(C)cc1 (stereo not given) | -26%

3 of the entries above in order of their number in ALOX12 inh, smallest number first.
SMILES | ALOX12 inh
COC(=O)C1CN(Cc2cn(Cc3ccc(OC)cc3)nn2)CCS(=O)(=O)N1Cc1ccc(C)cc1 (stereo not given) | -26%
C=CCCC(CN1CCCOCC1)Oc1ccc(C#N)cn1 (stereo not given) | 6%
CC(O)c1ccc(-c2ccc(CNCc3cccnc3)o2)cc1 (stereo not given) | 11%

Carrying on:
SMILES | ALOX12 inh
CCCc1cc(=O)n2[nH]c(NC(=O)C(C)C)nc2n1 | ?
O=C(Nc1cccc2ncccc12)c1ccc([N+](=O)[O-])cc1 | ?
COc1ccc(N2CC(C(=O)NCCNC(=O)c3c[nH]c4ccccc34)CC2=O)cc1 (stereo not given) | ?
COc1cccc(NC(=O)COc2ccc3c(=O)c(Oc4ccc(F)cc4)coc3c2)c1 | -28%
CO[C@H]1C[C@@H](O)C12CCN(C(=O)Cn1cc(C)c(=O)[nH]c1=O)CC2 | 6%
C[C@@H](NC(=O)C1=C[C@@H](NC(=O)Nc2ccc(OC(F)(F)F)cc2)[C@@H](O)[C@H](O)C1)C(N)=O | 9%
CC(=O)N1C[C@H]2CON(C)[C@H]2C[C@H]1c1cccc(-c2cc(Cl)cc(Cl)c2)c1 | -6%
COc1ccc(OCC2(C)COc3ccc(C(=O)NCc4ccco4)cc3N2)cc1 (stereo not given) | 12%[176 µM]
CC(C)C(NC(=O)c1ccc(C(C)(C)C)cc1)C(=O)OCC(=O)N1CCCC1 (stereo not given) | -23%
Clc1ccc(-n2cccc2CN2CCOc3ccc(CN4CCOCC4)cc3C2)nc1 | 16%
CC(C)c1noc(C2CCCN(C(=O)Nc3ccccc3F)CCC(=O)NCC2)n1 (stereo not given) | 14%
O=C(NC1CC1)[C@@H]1C[C@H](Oc2cccnc2)CN1C(=O)CCc1ccccc1 | 31%[activator]
Cc1ccccc1OS(=O)(=O)c1cccc([N+](=O)[O-])c1 | -9%
Oc1ccc(C[C@@H](CN2CCCC2CN2C(=S)NC[C@@H]2Cc2ccccc2)N2C[C@H](Cc3ccccc3)N(CC3CCCCC3)C2=S)cc1 (stereo not given in full) | ?
COc1ccccc1-c1ccc2c(c1)O[C@@H](CN(C)C(=O)c1ccncc1)[C@H](C)CN([C@@H](C)CO)S2(=O)=O | 1%
CN(C)C(=S)N(C)C | -27%
Nc1ccn([C@@H]2O[C@H](C(=O)N3CCN(C(=O)C(F)(F)F)CC3)[C@@H](O)[C@H]2O)c(=O)n1 | 9%
O=C1CN(c2nc(-c3ccsc3)nc3ccccc23)CCN1 | -7%
COc1cccc(N2CCN(C(=O)C3(c4ccc(NC(C)=O)cc4)CCC3)CC2)c1 | 1%
COCCNC(=S)N1CCC2CC1c1cc(-c3ccc4c(c3)OCO4)ccc12 (stereo not given) | 28µM*
O=C(CCC(F)(F)F)N1CCc2nc(-c3ccc(Cl)cc3)[nH]c2C1 | 28%
Cc1ccc(-c2ccc3nnc(CNC(=O)c4cc(F)ccc4Cl)n3n2)cc1 | -21%
O=C(CCCc1ccccc1)NCC(=O)N1CCCCCNC(=O)CC1c1ccccc1 (stereo not given) | 28%
Cc1nn(C)cc1CN(C)C(=O)Cn1nc2n(c1=O)CCC(N)CC2 (stereo not given) | ?
CCCn1c(C)c(CC(=O)NCCn2cccn2)c2c1CC(C)(C)CC2=O | 29%

Given field by field: three of the compounds above.
CN(C)C(=S)N(C)C
  ALOX12 inh: -27%
CNC(=O)c1ccc2c(C(=Nc3cccc(CN(C)C)c3)c3ccccc3)c(O)[nH]c2c1
  ALOX12 inh: -21%[57.4 µM]
C[C@@H](NC(=O)C1=C[C@@H](NC(=O)Nc2ccc(OC(F)(F)F)cc2)[C@@H](O)[C@H](O)C1)C(N)=O
  ALOX12 inh: 9%

Next part.
SMILES | ALOX12 inh
O=C1CC(c2noc(-c3ccc4c(c3)OCO4)n2)CN1c1ccc(Cl)cc1 (stereo not given) | -3%
O=C1CN(C(=O)c2cc(-c3ccccn3)nc3cc(F)ccc23)CCN1 | -22%
C[C@@H]1C[C@H](O)CCCCCC(=O)Cc2cc(O)cc(O)c2C(=O)O1 | -7%
Cc1cc(C(F)(F)F)nc(SC(C(=O)O)c2ccccc2)n1 (stereo not given) | 11µM*
O=C(CSc1nnc(-c2ccc(Cl)cc2)o1)N1CCC(c2ccccc2)=N1 | -7%
CC(=O)C1=C(C)N(Cc2ccc(Cl)cc2)C(=S)NC1c1ccc(F)cc1 (stereo not given) | 45µM*
NS(=O)(=O)c1ccc(C(=O)NCc2cnn(Cc3ccccc3)c2)cc1 | -1%
Cc1nc(-c2c3n(c(=O)n(Cc4ccc(Br)cc4)c2=O)CCCCC3)no1 | -24%
Cc1cn2nc(C(=O)N3CCN(c4ccccc4)CC3)cc2c(N(C)Cc2ccccc2)n1 | 19%
CCCN1CCN(C(=O)c2cc(NC(=O)C3CCC3)cc3nc(C)ccc23)CC1 | 115%[activator]
CCC(=O)N(C)C(c1ccc(C)cc1)c1c[nH]c2ccccc12 (stereo not given) | ?
COc1ccc(-c2nn(-c3ccccc3)cc2CN2CCC(C#N)CC2)c(F)c1 | ?
COCc1ccc(C(=O)NC(C)c2ccc(F)cc2)cc1 (stereo not given) | ?
Cc1c(C)n(-c2ccc(F)c(F)c2)c2ncnc(Cl)c12 | 5%
O=C(Cn1nc2n(c1=O)CCCC2)NCCCc1ccccc1 | 29%
COc1ccccc1OCC(=O)NC1CC(=O)N(Cc2ccccc2Cl)C1 (stereo not given) | 12%
CC(C)CC(NS(C)(=O)=O)C(=O)O (stereo not given) | ?
N[S+](=O)([O-])c1ccc2c(c1)OCCN(CCc1ccccc1)C2 | -3%[176 µM]
COCC(=O)N(C)C[C@@H]1Oc2cc(-c3ccc(F)cc3)ccc2S(=O)(=O)N([C@H](C)CO)C[C@H]1C | 2%
CCc1cccc2c(C(CC(=O)N3CCCCC3)c3cccc(C)c3)c[nH]c12 (stereo not given) | -2%
CN1CCN(CCCc2ccccc2)CC1 | -18%
CN(C)CCCC(=O)N1CCC2(CC1)CN([S+](C)(=O)[O-])Cc1ccccc1O2 | ?
O=c1c(-c2ccccc2)nnc2sc(-c3ccc(Cl)cc3)nn12 | -17%
O=C1CC2CCCC(C1)N2C(=O)c1cccnc1 | -4%[176 µM]
COc1ccc(OC)c(CNC(=O)C2(CCO)CCN(c3ncccn3)C2)c1 (stereo not given) | 41%[activator]

(next part)
SMILES | ALOX12 inh
CN1CCN(Cc2cc(F)ccc2Cl)CC12CCNC(=O)CC2 (stereo not given) | 41%[activator]
C=CCN1CC2(CCC1=O)CCN(C(=O)C(C)n1cc(C)cn1)CC2 (stereo not given) | 37%[activator]
CCOc1ccc(S(=O)(=O)N2CCN(C(C(=O)O)c3c[nH]c4ccccc34)CC2)cc1 (stereo not given) | -4%
O=S(=O)(Nc1nc2ccccc2nc1N1CCCCCC1)c1ccccc1 | ?
CCN(CC)C(=O)CC[C@@H]1CNC(=O)[C@@H]2C[C@H](NC(=O)c3ccc(N(C)C)cc3)CN12 | 15%[176 µM]
CC(=O)N1CCN(C(=O)c2sc(-c3ccc(OC(F)(F)F)cc3)nc2C)CC1 | ?
COC[C@@H]1OC[C@@]2(C)C3CC[C@@H](O)[C@@H](CC(=O)NCc4cccs4)[C@]3(C)CC[C@H]2O1 (stereo not given in full) | 14%
COc1cccc(CC(=O)N2CCCN(C(=O)C3CC3)c3ccccc32)c1 | -8%
COc1cc(OC)cc(C2=Cc3ccccc3C(CC(C)=O)N2c2ccc(C#CC3(O)CCCCC3)cc2)c1 (stereo not given) | -27%
Cc1cc(C)c2nc(SCC(=O)N(C)CCC#N)cc(C)c2c1 | -14%
COC(=O)[C@H](NC(=O)[C@@H]1C[C@H](NC(=O)Nc2ccc(F)cc2F)CN1C(C)=O)C(C)C | 6%
O=C1c2ccccc2-[n+]2ccc3c([nH]c4ccccc43)c21 | ?
Cc1cn2nc(C(=O)N3CCCC3)cc2c(=O)[nH]1 | 27%
CCOc1cc(=O)n2c(c1C(=O)Nc1ccc(OC)cc1OC)CCCC2 | 45%[activator]
COc1cccc(C(=O)N2CCC[C@@H]2C(=O)N2CCC[C@@H]2C(=O)NCc2ccccc2)c1 | -13%
O=C1N[C@@H]2CCN(S(=O)(=O)c3cccc(F)c3)[C@@H]2C(=O)N1c1ccc(F)cc1 | -3%[176 µM]
O=C(c1cccc(Cl)c1)N1CCC(c2nn(-c3ccc(Cl)cc3)c(=O)[nH]2)CC1 | 14µM*
C[C@H](CO)N1C[C@H](C)[C@@H](CN(C)S(=O)(=O)c2cccc(F)c2)OCc2cn(nn2)CCCC1=O | -7%
N#CC1=C(N)OC(c2ccccc2)=C(C(=O)c2ccccc2)C1c1ccccc1 (stereo not given) | ?
Cc1ccc(CNC(=O)c2ccc3c(c2)CN(CC2=Cc4ccccc4OC2)CCO3)cc1 | 0%
C[C@]1(CO)C2CC[C@@H](O)[C@@H](CC(=O)N3CCC[C@H]3CO)[C@]2(C)CC[C@H]1OC(=O)NC1CCCCC1 (stereo not given in full) | 2%
Cc1noc(C)c1CNC(=O)[C@H]1CN(Cc2ccccc2)C[C@H]1C(=O)O | 17%
CCCc1noc(CN(C)C(C(=O)O)c2ccc(OC)c(F)c2)n1 (stereo not given) | -2%
CSc1ncnc2c1ncn2CCCNCC(C)c1ccccc1 (stereo not given) | -23%
CN(C)c1ccc(CN2CCn3c(nn(-c4cccc(Cl)c4)c3=O)C2)cc1 | 4%[6.33 µM]
COc1ccccc1N1C(=O)NC(NC(=O)c2cccc(Cl)c2)(C(F)(F)F)C1=O (stereo not given) | 12%
O=C1NC2(CN(Cc3ccc(C(F)(F)F)cc3)C2)Oc2ccccc21 | 44%
O=C(NCc1ccncc1)[C@@H]1CCCN1C(=O)[C@@H]1CCCN1C(=O)c1ccccc1Cl | ?
COc1ccccc1N1CC(C(=O)OC(C)C(=O)Nc2ccc(F)cc2)CC1=O (stereo not given) | -15%
CNC(=O)C1CCCCN1C(=O)Cc1nc(-c2cccs2)oc1C (stereo not given) | 13%

A portion of the library; count on the stated rates, not on these rows.
